# Assay outcomes as filed in PubChem.
# S1P3 antagonist: blocks the human S1P3 receptor. inhibition, % at 4.98 µM. CHO S1P3 NFAT-BLA reporter, FRET fluorescence, antagonist mode. AID 485. 170,000 tested, 0.27% active. Q99500;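 active = inhibition above the plate cutoff, the mean inhibition of test wells on that plate plus 3 SD, cut at about 28% in these data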;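 note: cells challenged with S1P at its EC80 of 0.8 µM; blue over green emission ratio from cleaved BLA substrate after 4 h stimulation; 0% = S1P-stimulated wells and 100% = unstimulated DMSO-only wells; some compounds past the cut are filed as inactive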
# Target sequence (Q99500 whole entry, looked up): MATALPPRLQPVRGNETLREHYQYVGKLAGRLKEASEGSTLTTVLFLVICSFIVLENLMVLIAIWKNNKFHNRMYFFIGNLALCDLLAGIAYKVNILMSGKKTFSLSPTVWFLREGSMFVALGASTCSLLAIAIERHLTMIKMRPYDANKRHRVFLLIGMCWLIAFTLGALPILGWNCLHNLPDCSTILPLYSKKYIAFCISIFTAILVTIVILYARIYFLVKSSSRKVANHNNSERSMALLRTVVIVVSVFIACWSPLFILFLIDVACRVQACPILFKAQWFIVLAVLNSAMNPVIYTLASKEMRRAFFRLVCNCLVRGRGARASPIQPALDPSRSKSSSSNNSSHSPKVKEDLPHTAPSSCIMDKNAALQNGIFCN
# An asterisk follows results filed as active. A portion of the library; rates above refer to the full screens.
# Start of the data: the first 4 records, to show the layout:
SMILES,S1P3 antagonist
CCN1C(=O)CC(NCc2ccc(S(N)(=O)=O)cc2)C1=O (stereo not given),-5
CCc1c(C)nc(SCC(=O)NNC(=O)Cc2ccc(OC)cc2)[nH]c1=O,3
O=C(COC(=O)CCc1nc2ccccc2c(=O)[nH]1)NCc1ccc(F)cc1,-6
NS(=O)(=O)c1ccc(CNC(=O)c2ccccn2)cc1,-12

# The whole of this part, repeating the preview:
SMILES,S1P3 antagonist
CCN1C(=O)CC(NCc2ccc(S(N)(=O)=O)cc2)C1=O (stereo not given),-5
CCc1c(C)nc(SCC(=O)NNC(=O)Cc2ccc(OC)cc2)[nH]c1=O,3
O=C(COC(=O)CCc1nc2ccccc2c(=O)[nH]1)NCc1ccc(F)cc1,-6
NS(=O)(=O)c1ccc(CNC(=O)c2ccccn2)cc1,-12
N=c1n(CCN2CCCCC2)c2ccccc2n1CC(=O)c1ccc(Cl)c(Cl)c1,-2
O=C(Nc1cc(S(=O)(=O)N2CCOCC2)ccc1N1CCCC1)C1COc2ccccc2O1 (stereo not given),3
Cc1ccn2cc(CCNC(=O)C3CC=CCC3C(=O)O)nc2c1 (stereo not given),11
CCC1CN(C)C2Cc3c([nH]c4ccccc34)C(=O)CC1C2C(=O)OC (stereo not given),-3
COCCCn1c(=N)c(C(=O)NCc2ccc3c(c2)OCO3)cc2c(=O)n3cccc(C)c3nc21,-6
O=S(=O)(Nc1cccc2ccccc12)c1ccccc1,-2
O=C(Cn1nnc2ccccc21)Nc1ccc([N+](=O)[O-])cc1,10
COc1ccc(-c2ccnc(SCC(=O)N3CCN(c4ccccc4)CC3)n2)cc1,0
COc1cc2c(cc1OC)C1(CCCCC1)CN(C)C2,6
Nn1c(SCc2ccccc2F)nnc1-c1ccncc1,-4
CN(C)CC(C)(C)CN=Cc1c(O)[nH]c2ccccc12,-1
C=CCNc1nc2c(c(=O)n(C)c(=O)n2C)n1CC(=C)C,-3
Cc1ccc2nc(NCc3ccccc3)c(C#N)cc2c1,-1
O=C(O)CSc1nnc(-c2cccc(S(=O)(=O)N3CCOCC3)c2)n1-c1cccc(Cl)c1,8
CCOc1cc(NC(=O)CCl)c(OCC)cc1NC(=O)CCl,0
CC(C)OP(=O)(OC(C)C)C(NC(=O)c1ccccc1Br)C(N)=O (stereo not given),-9
Cc1cccc(OCC(=O)N/N=C/c2cccn2C)c1,7
Cc1ccc(/C=N/NC(=O)c2ccncc2)s1,-3
COc1ccc(-c2nc(-c3cccnc3)no2)cc1OC,-10
O=C(NC(=S)NNC(=O)[C@H]1C[C@@H]1c1ccccc1)c1cccc(F)c1,-5
CCC(CC)C(=O)NN(C(=O)c1ccncc1)C1CC(=O)N(c2ccccc2)C1=O (stereo not given),-11
Cc1nc(C)c(-c2ccn(C(=O)NC(C)C)n2)s1,-8
CCOC(=O)Cc1cc(C)[nH]c1C(=O)OCC,8
Cc1cc(C)n2nc(C(=O)Nc3ccc(S(=O)(=O)N(C)C)cc3)nc2n1,-16
COC(=O)Cn1c(=O)c2c(n(Cc3ccccc3)c1=O)N/C(=C/c1ccc(OC)cc1)C2=O,-18
C/C(=N\O)c1c(O)cc(-c2ccccc2)n(-c2ccccc2)c1=O,-5
NC(=O)C1CCN(S(=O)(=O)c2ccc3c(c2)OCCO3)CC1,-2
CCN(CC)C(=O)CSc1nc(O)c(Cc2ccccc2)c(=O)n1-c1ccc(C)cc1,0
O=C(/C(=C(\O)c1ccccc1)c1nc2ccccc2[nH]1)c1ccccc1,4
Cc1nn(-c2ccccc2)nc1C(=O)Oc1cc(C(F)(F)F)nn1-c1ccccc1,-6
S=C1NCN(Cc2cccnc2)CN1Cc1ccccc1,-6
COc1ccc(C(=O)N2CCC(O)(c3ccc(Cl)cc3)CC2)cc1OC,-11
Nc1nc(Nc2cccc(F)c2)nc(NCc2ccco2)c1[N+](=O)[O-],-13
O=S1(=O)CC(O)C(N(CCO)C(=S)Nc2ccccc2)C1 (stereo not given),-15
O=C(CN1C(=O)COc2ccc(S(=O)(=O)N3CCCC3)cc21)NCc1ccccn1,-2
O=C(O)C1CCN(C(=O)CCc2ccccc2)CC1,-4
Cc1cc(C)c2c(=O)n(CC(=O)Nc3ccc(Br)c(C)c3)sc2n1,-16
Cc1nc(-c2cccs2)sc1C(=O)O,18
O=C(O)CCN1C(=O)S/C(=C\c2cccnc2)C1=O,-15
C=CCNC(=S)NNC(=O)CC12CC3CC(CC(C3)C1)C2,2
COc1ccc(/C=N/Nc2nnc(Cc3ccccc3)c(=O)[nH]2)cc1,0
Cc1cc(Oc2ccc(N)cn2)ccc1Cl,-7
O=c1[nH]c2ccccc2c(O)c1-[n+]1ccccc1,7
Nc1nc(SCC(=O)N2CCCCC2)[nH]c(=O)c1NC(=O)c1cccs1,-7
Cc1ccc(-c2nc(SCC(=O)Nc3ccccc3OC(F)F)c3c(C)c(C(=O)O)sc3n2)cc1,-20
COC(=O)[C@H](CC(C)C)NC(=O)N1CCCCC1,-16
Cc1ccc(C)c(N2CCN(C(=O)Cc3c(C(=O)O)[nH]c4ccc(Cl)cc34)CC2)c1,9
CCN1CCN(CC(=O)Nc2cc(C(F)(F)F)ccc2OCCOC)CC1,6
Cc1onc(-c2ccccc2Cl)c1C(=O)O/N=C(\N)c1ccc([N+](=O)[O-])o1,1
COc1ccc(/C=C2\Cc3ccccc3C2=O)cc1OC,-10
COC1=C/C(=C/c2c(O)c(C#N)c3ccccn23)C=CC1=O,1
O=C(COc1ccc(F)cc1)c1c(O)cc(O)cc1O,8
O=c1cc(CSc2nnc(COc3cccc4ccccc34)o2)c2ccccc2[nH]1,-14
CN(C)C(=S)Nc1ccc2c(c1)OCCO2,4
Cc1ccc(CONC(=O)c2ccccc2)cc1,9
Cc1cc(N=Nc2c(O)c3ccccc3[nH]c2=O)ccc1N=Nc1ccc(C(=O)N(C)C)cc1,8
# Going on with the list.
SMILES,S1P3 antagonist
O=C(CS(=O)(=O)c1ccc(C(F)(F)F)cn1)NNC(=O)c1ccccc1,-8
Cc1cccc(N=Nc2cnc(N)s2)c1,-2
CCOC(=O)c1c(CN2CCN(CCO)CC2)n(-c2ccccc2)c2cc(Br)c(O)cc12,-3
O=C(O)COCC(=O)NC1CCN(Cc2ccccc2)CC1,6
CN(C(=O)CN(c1ccccc1)S(=O)(=O)c1ccc(F)cc1)C1CCS(=O)(=O)C1 (stereo not given),15
COc1ccc(C(=O)Nc2cc(=O)[nH]c3ncnn23)cc1,-4
Cc1c(Cl)cccc1NC(=O)Nc1cc(C(C)(C)C)nn1C,18
CC12CN3CC(C)(CN(C1)C3c1ccccc1F)C2 (stereo not given),-11
N#Cc1c(F)cccc1N1CCC(C#N)CC1,-7
COC(=O)c1cc(N=C(N)N=C(N)N)cc(C(=O)OC)c1,-21
CN(C)NC(=O)c1cccc(Cl)c1,-10
CCn1cc(C(=O)O)c(=O)c2cnc(N3CCN(C(=S)Nc4ccccc4Cl)CC3)nc21,14
O=c1c2cccc(Cl)c2nc2n1Cc1ccccc1-2,-8
O=C(O)c1ccc(COc2ccc3ccccc3c2)o1,9
C=CCn1cc(/C=C2\SC(N3CCOCC3)=NC2=O)c2ccccc21,9
N#CC(C#N)=C1c2cc(S(=O)(=O)NCCO)ccc2-c2ccc(S(=O)(=O)NCCO)cc21,-11
CN(C)c1ccc(C2/C(=C(/O)c3ccccc3)C(=O)C(=O)N2CCCC(=O)O)cc1 (stereo not given),-5
Cn1c(=O)c(C#N)c(-c2ccc(F)cc2)c2cc(C(=O)c3cc(Cl)cc(Cl)c3O)cnc21,12
CCc1nnc(NC(=O)c2ccc(S(C)(=O)=O)cc2)s1,-15
COc1ccc(C2CC(c3ccc(F)cc3)n3nc(NC(=O)c4ccco4)nc3N2)cc1 (stereo not given),8
COc1ccc(CCn2c(C3CCCCC3)nc3c(c(=O)c4ccccc4n3C)c2=O)cc1OC,12
CCN(CC)C(=O)c1cc([N+](=O)[O-])cc2c1-c1ccc([N+](=O)[O-])cc1C2=C(C#N)C#N,-10
COc1ccc(NC(=O)C2C3CC/C=C\CCC32)cc1 (stereo not given),0
COc1ccccc1NS(=O)(=O)c1cc(NC(=O)C2CCC2)ccc1N1CCCCC1,10
Cc1ccc(OCc2nc(C#N)c(N3CCCCC3)o2)cc1,1
O=C(/C=C\c1ccc2c(c1)OCO2)CC1(O)C(=O)Nc2ccccc21 (stereo not given),-4
CC(C)(C)NNC(=S)Nc1cccc(C(F)(F)F)c1,4
COc1ccc(NCC(=O)N/N=C/C2CCCCC2)cc1,-6
Nc1nc(Sc2c([N+](=O)[O-])cc(C(F)(F)F)cc2[N+](=O)[O-])n[nH]1,10
N#Cc1c(SC(C(=O)O)c2ccccc2)nc2c(c1-c1cccs1)CCCC2 (stereo not given),-3
Nc1ccc2nc(CCCO)[nH]c2c1,3
Cc1cc(C(F)(F)F)cc(NNC(=O)NC(=O)c2c(F)cccc2Cl)n1,10
COc1ccc(/C=N/NC(=O)c2ccccc2NC(=O)c2ccco2)c(OC)c1,-6
N#Cc1nc(-c2cccc3ccccc23)oc1NCC1CCCO1 (stereo not given),-6
O=C(Nc1ccc2oc(=O)ccc2c1)c1ccc(-c2cccc([N+](=O)[O-])c2)o1,6
CC1(C)CC(=O)C(N=Nc2cccc(F)c2C#N)=C(O)C1,-14

# A different layout for 3 compounds above.
SMILES	S1P3 antagonist
Nc1ccc2nc(CCCO)[nH]c2c1	3
COc1ccc(NCC(=O)N/N=C/C2CCCCC2)cc1	-6
N#Cc1c(SC(C(=O)O)c2ccccc2)nc2c(c1-c1cccs1)CCCC2 (stereo not given)	-3

# (further entries)
SMILES,S1P3 antagonist
Cc1cc(NC(=O)c2cccc([N+](=O)[O-])c2)no1,0
COc1cc(CC(=O)O)c([N+](=O)[O-])cc1OC,-13
COC(=O)c1cc(=O)n(Cc2ccc(F)cc2)c(=Nc2ccccc2)s1,-3
OCc1ncc(-c2ccccc2)s1,-2
O=c1nccc(Nc2ccccc2)[nH]1,0
CC(C)(C)c1ccc(Oc2ccc(NC(=O)c3ccccc3C(=O)O)cn2)cc1,-2
O=C1c2ccc(-c3ccc4c(c3)C(=O)N(CCO)C4=O)cc2C(=O)N1CCO,2
COc1ccc(OCC(O)CNC(=O)c2ccccc2)cc1 (stereo not given),-7
COc1ccc(NC(=O)C(=O)N/N=C/c2cccnc2)cc1,0
NNC(=O)c1cc(-c2ccc(O)cc2)nc2ccc(Br)cc12,-8
O=C(NNc1ccc(-c2csnn2)cc1)c1ccccc1C(F)(F)F,4
C=CCn1c(SCC(=O)NNC(=O)Nc2cccc(Cl)c2)nnc1-c1ccccc1,0

# 5 entries already listed, ordered by SMILES length, low to high:
SMILES,S1P3 antagonist
OCc1ncc(-c2ccccc2)s1,-2
O=c1nccc(Nc2ccccc2)[nH]1,0
COc1ccc(OCC(O)CNC(=O)c2ccccc2)cc1 (stereo not given),-7
Cc1cc(NC(=O)c2cccc([N+](=O)[O-])c2)no1,0
C=CCn1c(SCC(=O)NNC(=O)Nc2cccc(Cl)c2)nnc1-c1ccccc1,0

# Further records:
SMILES,S1P3 antagonist
COC(=O)c1sc(-c2ccc(Cl)cc2)cc1NC(=O)CSCC(=O)O,-1
NC(=O)c1ccc(NC(=O)COC(=O)c2cc(S(=O)(=O)N3CCOCC3)ccc2N2CCCCC2)cc1,4
Cn1ncc(C(=O)Nc2ccc(OC(F)(F)F)cc2)c1-n1cccc1,21
CCC(C)[C@H](NC(=O)Nc1ccc2c(c1)OCCO2)C(=O)OC (stereo not given in full),0
OCCC1CN(Cc2ccc(Oc3ncccn3)cc2)CCN1C1CCCCC1 (stereo not given),8
CCCS(=O)(=O)c1c(S(=O)(=O)CCC)c2cnccn2c1C(=O)c1ccc(OC)cc1,0
O=C(Nc1ccc(N2CCOCC2)nc1)c1ccccc1Cl,-1
COc1ccc(CC(=O)Nc2ccc(S(=O)(=O)Nc3ncccn3)cc2)cc1OC,-9
CC1CCCN(C(=S)Nc2ccc(S(=O)(=O)N3CCCCC3)cc2)C1 (stereo not given),-3
Cc1cc(NC(=O)Nc2ccc(Cl)c(Cl)c2)n(-c2ccccc2)n1,7
CSc1n[nH]c(=O)n1-c1cccc(Cl)c1,-14
CCN(CC)CCOC(=O)/C=C/c1ccccc1,-2
CN(CC(=O)Nc1ccc(N2CCOCC2)cc1)CC(=O)Nc1ccc(N2CCOCC2)cc1,-17
c1ccc(-c2ccc(-c3ccccn3)s2)nc1,4
CCOC(=O)c1ccc(NC(=S)Nc2ccc3[nH]c(=O)[nH]c3c2)cc1,-7
O=C1NCCCC1C(=O)N/N=C/c1ccc([N+](=O)[O-])cc1 (stereo not given),-2
O=C(N[C@H](C(=O)O)c1ccccc1)C1CCC(Cn2nnc3ccccc3c2=O)CC1 (stereo not given in full),-3
COC(=O)c1cccc(Nc2nc(-c3cccnc3)nc3ccccc23)c1,5
Cc1[nH]c(=S)c(C#N)c(C)c1Cc1ccccc1,-7
Cn1c2ccc(F)cc2c2ncn(Cc3ccccn3)c(=O)c21,-1
CC1(C(=O)Nc2c(F)c(F)c(F)c(F)c2F)CC1(Br)Br (stereo not given),-7
Cc1cc(C)c2c3c(c(-c4ccccc4)n2n1)c(=O)n(C)c(=O)n3C,4
O=C(O)c1ccccc1-c1ccccc1C(=O)Nc1ccc(-c2nc3cc(Cl)ccc3o2)cc1,8
Cc1cc(C2=NNC(=NCCc3ccccc3)SC2)c(C)n1-c1c(C)n(C)n(-c2ccccc2)c1=O,-7
Cc1ccc(-c2noc(N=O)c2NO)cc1,-9
CN(C)c1ccc(C2Nc3ccccc3C(=O)N2CCN2CCNC2=O)cc1 (stereo not given),-2
CCOc1cc2[nH]c(=O)n(CC3CCC(C(=O)NC(C)CC)CC3)c(=O)c2cc1OCC (stereo not given),-25
Cc1csc2c(N(C)CCO)ncnc12,-1
CCCCCCC#Cc1cncc(C(=O)NNC(=O)Nc2cc(Cl)cc(Cl)c2)c1,6
O=C1CC(c2ccccc2)CC(=O)C1=CN1CCCC1 (stereo not given),-7
